F508del corr = correctors of CFTR F508del function in bronchial epithelial cells. CFBE cells, YFP halide quenching; stimulated with forskolin plus potentiator P3; % fluorescence drop versus neutral controls. 0.36% of 350,000 active. activity (quench increase), % at 7.58 µM. AID 720511;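 active means mean added fluorescence quench of at least 8% versus neutral control, with both replicates also reaching 8%; inconclusive means only one of the mean or replicate conditions met; inactive means mean below 8% and not both replicates reaching 8%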;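 further: cells transiently co-express mutant CFTR-F508del with the halide-sensitive YFP; corrector assay measuring rescue of mutant channel to the surface after 24 h compound exposure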
ERAP1 inh = ERAP1 (human) enzyme inhibition; Q9NZ08; recombinant ERAP1, Leu-AMC fluorescence, 60 min; inhibition, % at 10.7 µM; 0.15% of 340,000 active;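 active means mean replicate inhibition of at least 30%, or all replicates individually reaching that 30% level; inactive means mean below 30% and not every replicate reaching it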;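 further: 0% = neutral control wells and 100% = L-leucinethiol positive control wells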
ERp5 block = blocks human ERp5 reductase activity on insulin; inhibition, % at 9.99 µM; AID 651711; ERp5 insulin aggregation, absorbance 650 nm, 90 min; Q15084; 0.05% of 350,000 active;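 active means mean replicate inhibition above about 25%, with every replicate also reaching it, limit read from the data, passing the limit was not always enough; inconclusive means only one of those two criteria met; inactive means neither criterion met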
Target sequence (Q15084 whole entry, looked up): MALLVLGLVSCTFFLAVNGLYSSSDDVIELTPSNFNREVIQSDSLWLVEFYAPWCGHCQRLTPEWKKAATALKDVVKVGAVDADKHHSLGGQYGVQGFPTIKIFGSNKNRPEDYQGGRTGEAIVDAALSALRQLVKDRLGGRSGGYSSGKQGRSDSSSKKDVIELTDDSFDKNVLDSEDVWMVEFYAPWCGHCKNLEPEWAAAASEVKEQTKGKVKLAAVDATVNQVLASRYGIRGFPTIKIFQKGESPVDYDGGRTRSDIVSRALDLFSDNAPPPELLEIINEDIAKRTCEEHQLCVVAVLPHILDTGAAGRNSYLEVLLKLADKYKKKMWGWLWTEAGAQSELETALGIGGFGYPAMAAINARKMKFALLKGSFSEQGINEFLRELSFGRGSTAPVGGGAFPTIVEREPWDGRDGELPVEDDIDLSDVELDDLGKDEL
SIRT5 inh = sirtuin-5 (human) deacylase inhibition | Purified SirT5, succinyl-peptide AMC, trypsin-coupled fluorescence | inhibition, % at 15 µM | 1.1% of 330,000 active; in the data active means inhibition above about 15%; inconclusive means no clear call, values can overlap the other calls
Target sequence (Q9NXA8 whole entry, looked up): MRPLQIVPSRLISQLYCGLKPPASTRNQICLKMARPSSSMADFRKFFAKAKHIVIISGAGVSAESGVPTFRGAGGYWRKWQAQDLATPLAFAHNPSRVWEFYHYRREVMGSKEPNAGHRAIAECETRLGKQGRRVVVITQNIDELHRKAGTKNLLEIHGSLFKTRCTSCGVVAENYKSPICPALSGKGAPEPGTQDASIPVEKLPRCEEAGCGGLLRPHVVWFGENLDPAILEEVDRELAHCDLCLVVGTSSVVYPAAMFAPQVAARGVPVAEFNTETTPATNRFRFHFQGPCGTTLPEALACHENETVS
CASP6 VEID inh = blocks human caspase-6 cleavage activity. AID 686996. purified caspase-6, Z-VEID-R110 cleavage fluorescence. 0.53% of 350,000 active. inhibition, % at 12.5 µM. P55212;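 active means mean inhibition across replicates at least about 35%, with every replicate also reaching that limit, limit read from the data; inconclusive means only one of the two criteria met; inactive means neither criterion met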;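 further: 0% = median of neutral control wells and 100% = no fluorescence left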
Target sequence (P55212 24-179 limits assumed): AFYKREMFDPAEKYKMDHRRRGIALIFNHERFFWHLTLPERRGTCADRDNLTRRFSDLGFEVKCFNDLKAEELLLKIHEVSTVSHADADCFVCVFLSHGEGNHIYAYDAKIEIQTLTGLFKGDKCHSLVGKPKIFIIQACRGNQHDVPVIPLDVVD
Target sequence (P55212 194-293 limits assumed): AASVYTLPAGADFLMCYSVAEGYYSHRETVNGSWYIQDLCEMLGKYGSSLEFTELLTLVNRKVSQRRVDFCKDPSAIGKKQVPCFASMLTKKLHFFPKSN
miR-122 sensor = inhibitors of miR-122 in Huh7 cells; Huh7 miR-122 Renilla luciferase sensor, 48 h; neutral wells = 0, positive control = 100; activation (reporter increase), % at 12.5 µM; 0.3% of 340,000 active;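 active means mean replicate activation score at least 90 and every replicate individually at or above 90; inconclusive means only one of the two criteria met; inactive means neither criterion met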;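 further: higher luciferase means less miR-122 activity so hits act as miR-122 inhibitors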
DENV2 CPE rescue = protects cells from dengue virus 2 cytopathic effect; DENV2-infected cells, cytopathic effect rescue, plate reader; CPE inhibition, % at 9.99 µM; 1.7% of 350,000 active; AID 651640; in the data active means CPE inhibition above about 20%, passing the limit was not always enough; inconclusive means no clear call, values can overlap the other calls; tested in BHK-21 cells;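 further: 0% = median of neutral control wells and 100% = median of positive control wells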
Starred values were filed as active, the others as inactive; u = inconclusive; x = no result given; & = joins results of further samples; [ ] = another dose, or the depositor's remark.

Preview (two entries):
cpd	F508del corr	CASP6 VEID inh	miR-122 sensor	DENV2 CPE rescue	ERp5 block	ERAP1 inh	SIRT5 inh	SMILES
1	-1.0	-2	3	-3	-1	4	0	COc1ccc(/C=C/C(=O)OCC(=O)NC2CC2)c(OC)c1
2	3.1	-6	x	3	9	x	0	CC(C)C[C@H](NC(=O)[C@@H](O)[C@H](N)Cc1ccccc1)C(=O)O

The list itself, repeating the preview:
cpd	F508del corr	CASP6 VEID inh	miR-122 sensor	DENV2 CPE rescue	ERp5 block	ERAP1 inh	SIRT5 inh	SMILES
1	-1.0	-2	3	-3	-1	4	0	COc1ccc(/C=C/C(=O)OCC(=O)NC2CC2)c(OC)c1
2	3.1	-6	x	3	9	x	0	CC(C)C[C@H](NC(=O)[C@@H](O)[C@H](N)Cc1ccccc1)C(=O)O
3	-0.9	-2	-6[16.7 µM]	-3	2	-10	2	C[C@@H]1CN([C@H](C)CO)C(=O)c2cc(NS(=O)(=O)c3ccccc3)ccc2O[C@@H]1CN(C)C
4	-0.8	1	-4	-2	-4	-1	-2	COc1cccc(N2CCN(S(=O)(=O)c3cc4c(cc3Cl)NC(=O)CO4)CC2)c1
5	0.5	-2	-6	1	-3	0	0	CC(C)COC(=O)N1CCCCC1c1cc(C(=O)Nc2ccccc2)no1 (configuration not stated)
6	2.3	8	2[16.7 µM]	7	-5	-2	2	C[C@@H]1CN([C@@H](C)CO)C(=O)c2cc(NS(C)(=O)=O)ccc2O[C@H]1CN(C)C(=O)NC1CCCCC1
7	-0.7	3	0	1	6	-1	-1	Cc1cc(C)cc(NC(=O)CSc2nc3nc(C)cc(C)n3n2)c1
8	3.5	0	-7	6	-3	1	1	COC(=O)CCNC(=O)CCc1ccc(S(=O)(=O)N2CCCCCC2)cc1
9	-2.7	2	-1	2	1	7	-6	COc1ccc(-c2noc(CCC(=O)NC3CCCCC3)n2)cc1
10	6.7	-2	-5	2	7	x	3	CCOC1=C2[C@H](c3ccccc3)N(S(=O)(=O)c3ccc(C)cc3)[C@H](C(C)C)[C@H]2n2c(=O)n(-c3ccccc3)c(=O)n2C1
11	-0.5	-1	13[16.7 µM]	u	2	2	-2	Cc1noc(C)c1NC(=O)Nc1ccc2c(c1)C(=O)N([C@H](C)CO)C[C@H](C)[C@H](CN(C)C)OCCCC[C@@H](C)O2
12	-6.9	1	-1	-2	0	-1	-3	Cc1cccc(CC(=O)N2CCN(C(=O)c3ccco3)CC2)c1
13	1.6	-3	x	-3	-4	-1	6	C/C(=N\NC(=O)c1c(C)nc2ccccn12)c1ccco1
14	-0.2	-5	-3	u	8	2	x	O=C(COC(=O)c1cnccn1)NCc1ccccc1Cl
15	2.2	-1	x	7	2	-2	4	CCOC(=O)c1cc(Sc2ccccc2N)cc(C(=O)OCC)n1
16	4.1	2	0	-4	2	0	0	COc1ccc(-n2c(CN3CCOCC3)nc3ccc([N+](=O)[O-])cc3c2=O)c(OC)c1
17	4.2	4	28[16.7 µM]	-2	-4	1	2	CC(=O)N(C)C[C@@H]1Oc2cc(C#CC(C)C)ccc2S(=O)(=O)N([C@H](C)CO)C[C@@H]1C
18	1.7	-8	x	-2	8	-1	-5	S=C(NCC1CC1)N/N=C/c1ccccc1Cl
19	-0.6	-3	6[16.7 µM]	14	-8	0	-3	C[C@@H]1CN([C@H](C)CO)C(=O)c2cc(NS(=O)(=O)c3cn(C)cn3)ccc2O[C@@H]1CN(C)S(=O)(=O)c1cccs1
20	1.2	0	-3	0	0	-3	-3	COCCC1CCCCN1C(=O)c1cccc(OC2CCN(S(C)(=O)=O)CC2)c1 (configuration not stated)
21	-0.5	x	x	14	x	x	17*	COc1ccc(S(=O)(=O)N(C)C[C@H]2OCCCC[C@H](C)Oc3ccc(NS(=O)(=O)c4ccc(Cl)cc4)cc3C(=O)N([C@@H](C)CO)C[C@H]2C)cc1
22	-3.3	6	-4	-3	2	-2	2	CC(=O)NCc1ccc(C(=O)CCl)s1
23	-0.1	-6	-12	8	1	0	x	Cc1nc2ncccn2c1-c1csc(Nc2ccc(S(N)(=O)=O)cc2)n1
24	2.8	4	x	3	-1	-11	-2	CC1(C)C([N+](=O)[O-])C(c2ccccc2O)NC(c2ccccc2O)C1[N+](=O)[O-] (configuration not stated)
25	-1.6	2	-7	1	-6	1	11	CCCS(=O)(=O)c1c(S(=O)(=O)CCC)c2ccc(C(N)=O)cn2c1C(=O)c1ccc(F)cc1
26	1.8	7	x	-2	8	1	0	Cn1cccc1CC(=O)N/N=C/c1ccc(Cl)cc1
27	-0.3	0	9	2	1	-1	-3	O=C(Nc1nnc(S(=O)(=O)Nc2ccccc2)s1)C1CCCCC1
28	-1.1	6	8	5	8	4	1	COc1ccc(OCc2cc(C(=O)N3CCCC(OC)C3)no2)c2ccccc12 (configuration not stated)
29	-1.5	2	-7	-9	1	-2	x	CCn1nc2cc(C(=O)NCc3cc(C(F)(F)F)cc(C(F)(F)F)c3)ccc2c1OC
30	3.7	3	5	-6	-9	x	x	COc1ccc(S(=O)(=O)Cc2ccc(C(=O)N3CCN(c4ccc(Cl)cc4)CC3)o2)cc1

Among those listed so far, these have a thiophene ring, fused or not:
cpd	F508del corr	CASP6 VEID inh	miR-122 sensor	DENV2 CPE rescue	ERp5 block	ERAP1 inh	SIRT5 inh	SMILES
19	-0.6	-3	6[16.7 µM]	14	-8	0	-3	C[C@@H]1CN([C@H](C)CO)C(=O)c2cc(NS(=O)(=O)c3cn(C)cn3)ccc2O[C@@H]1CN(C)S(=O)(=O)c1cccs1
22	-3.3	6	-4	-3	2	-2	2	CC(=O)NCc1ccc(C(=O)CCl)s1

(list continues)
cpd	F508del corr	CASP6 VEID inh	miR-122 sensor	DENV2 CPE rescue	ERp5 block	ERAP1 inh	SIRT5 inh	SMILES
31	-3.2	2	x	u	-14	-2	0	COc1cc(C(C)=O)ccc1Oc1ccc(S(=O)(=O)N2CCOCC2)cn1
32	-2.2	-1	-7	-1	3	0	-4	CCc1sc(C(=O)NC(C)C2CCCO2)cc1Br (configuration not stated)
33	-1.0	x	-3[16.7 µM]	5	4	x	-2	COCC(=O)N1CC[C@@H]2[C@H]1c1cc(-c3cccc(F)c3)ccc1N(C)[C@H]2CO
34	0.9	1	-5	0	3	3	-2	Cc1nc(C(=O)NNC(=O)c2cccc(Cl)c2)c(C(F)(F)F)o1
35	-2.8	0	-2	-8	2	-1	x	Cc1ccccc1C(=O)OCC(=O)Nc1cccc(S(=O)(=O)N2CCCCC2)c1
36	-2.7	1	x	u	2	-5	0	CC1=C(C(=O)OCc2ccccc2)C(c2cccc(F)c2)NC(=O)N1 (configuration not stated)
37	0.2	1	5[16.7 µM]	4	-7	-1	-1	C[C@H](CO)N1C[C@H](C)[C@H](CN(C)Cc2ccc(C(=O)O)cc2)Oc2cc(/C=C/c3ccccc3)ccc2S1(=O)=O
38	0.2	-3	x	u	-2	0	-2	Cc1ccc(S(=O)(=O)N[C@@H]2CC[C@H](CCn3cc(C4(O)CCCC4)nn3)O[C@H]2CO)cc1
39	0.3	1	x	5	1	1	0	Cc1ccccc1-c1cnc(C(O)c2ccc(F)cc2)[nH]1 (configuration not stated)
40	1.4	-2	-7	-3	4	-12	2	c1ccc(-c2nc(NCCCn3ccnc3)c3oc4ccccc4c3n2)cc1
41	-0.2	-1	-10[16.7 µM]	-8	-2	-4	1	O=C(C[C@@H]1CC[C@@H]2[C@H](COC[C@@H](O)CN2C(=O)Nc2ccc(Cl)c(Cl)c2)O1)NCc1ccccc1
42	0.9	0	-2	6	4	1	-5	CC1CN(C(=O)COC(=O)c2ccc(F)cc2Cl)CC(C)O1 (configuration not stated)
43	10*	-1	x	-5	0	1	17*	COc1ccc(-c2nc(-c3cccc(C)c3)no2)cc1OC
44	0.9&-1.9	1&2	0[16.7 µM]	-3&-3	2&2	-1&1	0&-4	C[C@@H]1CCCCO[C@@H](CN(C)C(=O)Nc2ccccc2)[C@@H](C)CN([C@H](C)CO)C(=O)c2cc(NC(=O)NC3CCCCC3)ccc2O1
45	0.3	1	-1[16.7 µM]	-5	-7	-3	6	C[C@@H]1CN([C@@H](C)CO)C(=O)c2cccc(NC(=O)C3CC3)c2O[C@@H]1CN(C)CC1CCCCC1
46	3.0	1	8[16.7 µM]	-3	-1	0	0	CCCNC(=O)C[C@H]1CC[C@@H]2[C@@H](COc3ccc(NC(=O)c4cc(C)on4)cc3C(=O)N2C)O1
47	x	1	x	-4	2	3	-3	Cc1ccc(NC(=O)c2ccccc2-c2ccccc2C(=O)O)cc1
48	0.3	-2	x	77*	2	2	x	COc1ccc2c3c(n(C)c2c1)[C@H](CO)N(Cc1ccncc1)CC31CCN(C(=O)Cc2ccncc2)CC1
49	2.8	0	-2	3	1	4	x	COCOc1ccc(C=O)cc1OCOC
50	2.8	0	26[16.7 µM]	8	8	-3	-1	C[C@H](CO)N1C[C@H](C)[C@H](CN(C)Cc2ccc(C(=O)O)cc2)Oc2ccc(NC(=O)C3CC3)cc2CC1=O
51	x	0	x	-3	6	-1	4	Cn1c(NC(=O)C[n+]2cc(-c3ccc(Cl)cc3)n3c2CCC3)cc(=O)n(C)c1=O
52	-1.8	-1	6	-8	-1	0	-1	O=C(c1ccccc1Br)N1N=C(c2ccccc2)CC1c1ccccc1F (configuration not stated)
53	4.9	0	x	-2	5	-3	-2	CCCNC(=O)CSCc1nc(-c2ccc(SC)cc2)oc1C
54	3.0	2	x	9	10	-2	-1	COc1ccc(N2CCN(C(=O)COC(=O)Cc3c(F)cccc3Cl)CC2)cc1
55	-0.8	-2	x	-5	-2	2	1	Cc1n[nH]c(C)c1CN(C)C(=O)c1cc(COc2ccc(F)c(F)c2)on1
56	-5.4	0	12	2	-2	-1	1	CC(Oc1ccc2ccccc2c1)C(=O)NNC(=O)Nc1ccccc1F (configuration not stated)
57	-0.8	-9	3	-1	3	-3	-1	CC(C)=CCCC(C)CN1CCC(N2CCC(C(=O)N3CCOCC3)CC2)CC1 (configuration not stated)
58	-1.2	0	-1	u	2	2	2	O=C(Nc1ccc(Cl)cc1)Nc1ccc(-c2cnco2)cc1
59	1.7	5	-2	-6	0	6	11	Cc1ccc(-c2ccc(CN3C(C)C(=O)N(Cc4cn(CCC5OCCO5)nn4)CCS3(=O)=O)cc2)cc1 (configuration not stated)
60	1.5	-14	x	-7	0	-2	-1	COC1CCCN(Cc2c(C(=O)N3CCN(C4CCCCC4)CC3)nc3ccccn23)C1 (configuration not stated)

New compounds follow
cpd	F508del corr	CASP6 VEID inh	miR-122 sensor	DENV2 CPE rescue	ERp5 block	ERAP1 inh	SIRT5 inh	SMILES
61	0.3	-5	2	-2	1	0	3	COc1ccc(-c2nn(-c3ccccc3)cc2/C=C(\C#N)C(N)=O)cc1[N+](=O)[O-]
62	2.4	-11	x	5	-2	0	-1	COc1ccccc1CN1[C@@H]2CNC[C@H]1C2c1ccc(-c2ccc(C#N)cc2)cc1 (some centres not stated)
63	-2.0	0	x	1	4	2	x	CC(/C=N/NC(=O)c1nnn(-c2nonc2N)c1CN1CCCCC1)c1ccccc1 (configuration not stated)
64	-0.8	1	0[16.7 µM]	3	2	0	-1	C[C@@H]1CCCCO[C@@H](CN(C)C)[C@@H](C)CN([C@H](C)CO)C(=O)c2cc(NS(=O)(=O)c3cn(C)cn3)ccc2O1

Compound profiles, as listed above. Values in the order: F508del corr	CASP6 VEID inh	miR-122 sensor	DENV2 CPE rescue	ERp5 block	ERAP1 inh	SIRT5 inh
COCOc1ccc(C=O)cc1OCOC is listed with 2.8	0	-2	3	1	4	x
COc1ccc(N2CCN(C(=O)COC(=O)Cc3c(F)cccc3Cl)CC2)cc1 is listed with 3.0	2	x	9	10	-2	-1

Assay outcomes deposited in PubChem by Broad Institute.
